Screens as filed in PubChem BioAssay.
TDP1 cell noCPT = qHTS for Inhibitors of human tyrosyl-DNA phosphodiesterase 1 (TDP1): qHTS in cells in absence of CPT; DT40 Tdp1-/- hTDP1 cells, no CPT, ATP luminescence, 48 h; 420,000 tested, 15% active; Potency, µM (series often up to 46.2 µM), for inactives: at the top dose activity change, negative = growth inhibition, hits mostly inhibitors; active = well fitted inhibition curve with a large enough effect; inconclusive = small, poorly fitted or top-dose-only effect; note: nearly all actives have a fitted effect of over 55% in size
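DT40 Tdp1-/-;hTDP1 cells, no CPT (DMSO vehicle only), 400 cells/well; compounds pin-transferred; ≥48 hr, 37 °C; CellTiter-Glo 30 min RT dark, luminescence read.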
* marks the source's active call; other numbers are inactive results; ? = inconclusive. % is set by controls: 0 for no effect and ±100 for the full control effect; potency is the fitted concentration of half-maximal effect.

Preview:
molecule | TDP1 cell noCPT
COc1cccc(NC(=O)N(C)C[C@@H]2OCc3cnnn3CCCC(=O)N([C@H](C)CO)C[C@@H]2C)c1 | -4%
CC1=C(C(=O)N(C(C)C)C(C)C)CC(CC(=O)NCCCCc2ccccc2)C(=O)N1CCCN1CCCC1=O (configuration not stated) | -29%
O=C(O)Cc1cccc2c(=O)cc(-c3ccccc3)oc12 | -7%
C=CC[C@H]1C(C(=O)OCC)=CC[C@@H](c2ccccc2)N1S(=O)(=O)c1ccc(C)cc1 | ?
CC(=O)c1sc(Nc2ccccc2)nc1C | -15%
CCN(C(=O)CSc1nnc(-c2ccccc2F)n1N)c1c(N)n(Cc2ccccc2)c(=O)[nH]c1=O | -3%

The whole of this part (from the top)
molecule | TDP1 cell noCPT
COc1cccc(NC(=O)N(C)C[C@@H]2OCc3cnnn3CCCC(=O)N([C@H](C)CO)C[C@@H]2C)c1 | -4%
CC1=C(C(=O)N(C(C)C)C(C)C)CC(CC(=O)NCCCCc2ccccc2)C(=O)N1CCCN1CCCC1=O (configuration not stated) | -29%
O=C(O)Cc1cccc2c(=O)cc(-c3ccccc3)oc12 | -7%
C=CC[C@H]1C(C(=O)OCC)=CC[C@@H](c2ccccc2)N1S(=O)(=O)c1ccc(C)cc1 | ?
CC(=O)c1sc(Nc2ccccc2)nc1C | -15%
CCN(C(=O)CSc1nnc(-c2ccccc2F)n1N)c1c(N)n(Cc2ccccc2)c(=O)[nH]c1=O | -3%
Cc1ccc(C(=O)Nc2ccc3oc(-c4cccnc4)nc3c2)c(Cl)c1 | -23%
COc1cccc(C(=O)OCCCOC(=O)c2cccc(OC)c2OC)c1OC | -24%
C=CC[C@H](c1ccc(F)cc1)N(CC(C)C)S(=O)(=O)C=C | 11µM*
CCOC(=O)c1c(Nc2ccc(F)cc2)nnc(-c2ccccc2)c1-c1ccccc1 | 18µM*
COCOCCn1cc(CN2CCS(=O)(=O)N(Cc3ccc(-c4ccc(C)cc4)cc3)C(C)C2=O)nn1 (configuration not stated) | 15µM*
Cn1c(=O)c2c(nc(CN3CCN(c4ccccc4)CC3)n2CCc2ccccc2)n(C)c1=O | 23µM*
CN(Cc1ccccn1)C(=O)c1cc(COc2ccc(F)c(F)c2)on1 | ?
C[C@H]1CN([C@@H](C)CO)C(=O)CCCn2nncc2CO[C@@H]1CN(C)Cc1ccc(Cl)c(Cl)c1 | ?
COC(=O)C(CCC(=O)CN1C(=O)c2ccccc2C1=O)N1C(=O)c2ccccc2C1=O (configuration not stated) | 5%
COCOCCn1cc(CN2CCS(=O)(=O)N(Cc3ccc(-c4ccncc4)cc3)C(C)C2=O)nn1 (configuration not stated) | -16%
CC(=O)NCCCN(Cc1ccc(Cl)c(Cl)c1)c1ccc(Br)cn1 | ?
COc1ccc(CCNc2cc(N3CCN(C(=O)c4ccccc4OC)CC3)ccc2[N+](=O)[O-])cc1OC | 9.2µM*
CCCCCC(=O)N1C[C@H](n2cc(C3CC3)nn2)[C@@H](O)C[C@@H]1c1ccc(C)cc1 | -9%
Cc1c(C(=O)N(CCO)C(C)C)cnn1-c1ncc2c(n1)-c1ccccc1CCC2 | ?
COc1cccc(C(O)c2nc(-c3ccccc3)cs2)c1 (configuration not stated) | 16µM*
CCNC(=O)C1(C)CCN(C(=O)c2ccccc2C(F)(F)F)C1 (configuration not stated) | -2%
NC(=O)c1ncn([C@@H]2O[C@H](CNCc3ccc(OCC(=O)Nc4nccs4)cc3)[C@@H](O)[C@H]2O)n1 | -5%
Cc1ccc(Nc2nnc(C)c3ccccc23)c(C)c1 | ?
O=C1[C@H]2[C@H](C=CC[C@H]2C(=O)N2CCOCC2)CCN1Cc1ccc(Cl)c(Cl)c1 | ?
COc1ccc(OC)c(NC(=O)COC(=O)c2ccc(S(=O)(=O)N3CCCCC3)cc2)c1 | ?
CC[C@H](C)[C@H](NC(=O)OCc1ccccc1)C(=O)OCC(=O)N1CCN(c2ccc(F)cc2)CC1 | ?
COC(=O)c1ccccc1COc1cccn2c(N(C)Cc3cccs3)c(C)nc12 | ?
COc1ccc(COC[B-](F)(F)F)cc1 | -17%
CC(C)(C)OC(=O)N(Cc1ccccc1)Cc1ccccc1OCc1cccc(NC(=O)c2ccccc2)c1 | 16µM*
COCc1cccc(-c2csc(C(O)c3ccc(F)c(F)c3)n2)c1 (configuration not stated) | ?
CC(C(=O)Nc1ccc2c(c1)OCO2)N(C)CC(=O)Nc1ccc(Cl)cc1 (configuration not stated) | -29%
Cc1cccc(C(=O)Nc2ccc3oc(-c4ccncc4)nc3c2)c1 | 12µM*
O=C(Nc1ccc(F)cc1)C(c1ccnc2ccccc12)N1CCN(CC(=O)N2CCCC2)CC1 (configuration not stated) | 7%
COc1ccc(CN2C(=O)C(CC(=O)NCCCN(C)C)CC(C(=O)N(C)C)=C2C)cc1 (configuration not stated) | 9%
CC(C)CCN1CCC[C@]2(N[C@H](c3ccc(C(F)(F)F)cc3)[C@@H]3C(=O)N(Cc4ccccc4)C(=O)[C@@H]32)C1=O | 16µM*
COc1cc(F)ccc1-c1cc(C(=O)NCc2cc(C(F)(F)F)cc(C(F)(F)F)c2)[nH]n1 | -16%
CCOC(=O)C(CCc1ccccn1)c1ccccc1 (configuration not stated) | ?
C#Cc1ccc([C@H]2C=C(C(=O)OCC=C)O[C@@H](OCCCCO)C2)cc1 | -8%
COc1ccc(C(O)c2nc(-c3ccc(OC)nc3)cs2)cc1 (configuration not stated) | ?
O=[N+]([O-])c1cc(-c2csc(NC(CO)c3nc4ccccc4n3CCOCCO)n2)ccc1Cl (configuration not stated) | 18µM*
O=C(NC1CCS(=O)(=O)C1)c1cc2c(=O)n3ccccc3nc2n1Cc1ccccc1 (configuration not stated) | ?
CCOC(=O)C1(C)CCCN(C(=O)c2cc(C)oc2C)C1 (configuration not stated) | ?
COc1ccc(NC(=O)c2c[nH]c(=O)n(-c3ccc(C)c(C)c3)c2=O)c(OC)c1 | ?
Cc1n[nH]c2ccccc2c1=O | 4%
CCOC(=O)C1CCCN(C(=O)c2cncc(Br)c2)CC1 (configuration not stated) | -9%
COc1cccc(NC(=O)C2(C)CCN2C(=O)CCC2CCCC2)c1 (configuration not stated) | ?
CC[C@H]1c2[nH]c3ccc(C(C)C)cc3c2[C@@H]2CCN3C(=O)CCC[C@H]1[C@H]23 | 10µM*
C[C@@H]1CN([C@@H](C)CO)C(=O)CCCn2nncc2CO[C@@H]1CN(C)C(=O)Nc1ccc2c(c1)OCO2 | 3%
CC1(c2ccc(Cl)cc2)NC(=O)N(CC(=O)Nc2ccc3c(c2)OCO3)C1=O (configuration not stated) | ?
Cc1cccc(CN2Cc3cccc4c3[C@H](C=CC4)CC2=S)c1 | ?
C[C@@H]1CN([C@H](C)CO)C(=O)c2cc(-c3ccc(C#N)cc3)cnc2O[C@H]1CN(C)C(=O)c1ccccc1 | -27%
CCN(CC)C1CCN(C(=O)c2cnn(-c3nccc(-c4ccccc4OC)n3)c2-c2ccco2)C1 (configuration not stated) | -25%
COc1ccc(-c2nc3c(C)cc(Br)cn3c2Cc2ccsc2)cc1OC | ?
Cc1ccc(C(=O)NN=Cc2ccc3c(c2)OCO3)cc1 | -24%
Cc1c(C(=O)NCc2cccc([N+](=O)[O-])c2)sc(=O)n1Cc1ccccc1F | ?
CCc1nc2ccc(C(=O)Nc3ccc(NC(C)=O)cc3)cn2c1N(C)CCC(C)C | 21µM*
COc1ccc(NC(=O)c2cc(C3CCCCN3C(=O)c3ccc(NC(C)=O)cc3)on2)c(C)c1 (configuration not stated) | -1%
COc1ccccc1-c1ccnc(-n2ncc(C(=O)N(C)CCc3ccccn3)c2C)n1 | 8%
COc1ccc(S(=O)(=O)N2CCOCC2)cc1C(=O)Nc1ccc(N2CCCCCC2)cc1 | 18µM*

(list continues)
molecule | TDP1 cell noCPT
O=C(/C=C/Nc1cccc([N+](=O)[O-])c1)c1ccco1 | -8%
O=C(NCCCn1ccnc1)c1sc2cc([N+](=O)[O-])ccc2c1Cl | 16µM*
O=c1[nH]c(=S)[nH]c2c1C(c1ccc(Cl)cc1)OC(C1CCCCC1)C2 (configuration not stated) | ?
CCN(CC(=O)Nc1ccc(NC(C)=O)cc1)C(=O)c1cc([N+](=O)[O-])ccc1Sc1ccc(Cl)cc1 | ?
COc1ccc(NC(=O)c2ccncc2)cc1S(=O)(=O)N1CCCCC1 | 1%
COc1ccc(CCNC[C@H](O)c2ccc(O)cc2)cc1OC | ?
Cc1ccc(OCCC(=O)Nc2cc(S(=O)(=O)N3CCOCC3)ccc2N2CCCC2)cc1 | 15µM*
CCc1nc2ccc(C(=O)Nc3ccc(C(N)=O)cc3)cn2c1N(CCC(C)C)CCN(C)C | -4%
CN(C(=O)CO)c1c(I)c(C(=O)NCC(O)CO)c(I)c(C(=O)NCC(O)CO)c1I (configuration not stated) | -4%
CCc1nc2ccc(C(=O)N3CCN(C(=O)c4ccco4)CC3)cn2c1N(C)C(=O)C1CCCCC1 | -4%
C[C@H](CO)N1C[C@H](C)[C@@H](CN(C)C(=O)Nc2cccc3ccccc23)OCCCC[C@H](C)Oc2ccc(NS(=O)(=O)c3cn(C)cn3)cc2C1=O | 4%
CC1(C(=O)NS(=O)(=O)Cc2cccc(Cl)c2)CCN1C(=O)Cc1cccs1 (configuration not stated) | -12%
O=C(/C=C/c1ccccc1)Nc1cccc(C(=O)N2CCCC2)c1 | -20%
CC1=CC(C)(C)NC(=S)N1c1ccc(Cl)cc1 | ?
C=C1CCN([C@@H](CC(C)C)C(=O)NCc2ccc(Cl)c(Cl)c2)S(=O)(=O)c2ccccc21 | 16µM*
O=C(Nc1ccc(F)cc1)C(c1cccc(F)c1)N1CCN(c2cccc(C(F)(F)F)n2)CC1 (configuration not stated) | ?
CN(Cc1ccccc1)C(=O)c1cccc(NC(=O)Cc2cccc(NC(=O)C3CCN(C(=O)C4CCC4)CC3)c2)c1 | ?
COc1ccc(-c2ccc3c(N)c(C(=O)Nc4cc(F)ccc4C)sc3n2)cc1 | 15µM*
O=C(NCCO)c1ccc(-c2cnc3cccnn23)cc1 | -27%
O=C(Nc1ccccc1F)c1cnn2c1NC(=C1CC1)C=C2C(F)F | -12%

Continuation:
SMILES	TDP1 cell noCPT
CC(C)[C@@H]1Cc2[nH]c(=S)[nH]c(=O)c2[C@H](CCc2ccccc2)O1	?
Cc1nc(C)n(CC(=O)NCC2Cc3cc(-c4cccc(OC(F)(F)F)c4)ccc3O2)n1 (configuration not stated)	0.018µM*
COc1ccc(-c2cnc3c(NC=O)cc(-c4ccoc4)cn23)cc1OC	2.9µM*
CCCCC(=O)N(C)c1c(C)nc2ccc(C(=O)Nc3cccc(OC)c3)cn12	1%
CC(C)(C)NCC(O)COc1ccc(NC(=O)NC2CCCCC2)cc1 (configuration not stated)	?
Cc1ccc(Nc2nc(N)nc(N)c2N=O)cc1C	?
Cc1ccc(-c2c(N)nc3ncccn23)cc1	7%
CCOc1ccc(NC(=O)CSc2nc3ccsc3c(=O)n2Cc2ccc(C(=O)O)cc2)cc1	-2%

Random excerpt: four entries already listed, in no set order.
SMILES	TDP1 cell noCPT
Cc1ccc(-c2c(N)nc3ncccn23)cc1	7%
Cc1nc(C)n(CC(=O)NCC2Cc3cc(-c4cccc(OC(F)(F)F)c4)ccc3O2)n1 (configuration not stated)	0.018µM*
COc1ccc(-c2cnc3c(NC=O)cc(-c4ccoc4)cn23)cc1OC	2.9µM*
Cc1ccc(Nc2nc(N)nc(N)c2N=O)cc1C	?

The results go on:
SMILES	TDP1 cell noCPT
CCc1c(C2(O)CCCCC2)[nH]c2ccc(C(=O)OC)cc12	-21%
COC(=O)c1c(OCc2cccnc2)cc(=O)n2c1CCN(C(=O)c1cccc(N(C)C)c1)CC2	-8%
O=C1Nc2ccc(I)cc2C1=Cc1cc(Br)c(O)c(Br)c1	11µM*
Cn1cccc1C1C=C(c2ccc(C(C)(C)C)cc2)Nc2ncnn21 (configuration not stated)	23µM*
C[C@@H]1CN([C@H](C)CO)C(=O)CCCn2cc(nn2)CO[C@H]1CN(C)S(=O)(=O)c1ccc(-n2cccn2)cc1	-9%
CCO[C@@H]1OC(C(=O)NC2CC2)=C[C@H](C2CCCCC2)[C@H]1CCCO	?
Fc1cccc(Cc2c(C3CCCCC3)nc3ccc(Br)cn23)c1	?
CCOCCn1c(CN2CCN(c3ccccc3)CC2)nc2c1c(=O)n(C)c(=O)n2C	16µM*
COC(=O)C1=C[C@@H](C(=O)OC)[C@@H]2C3=C(C(=O)[C@@]2(C)NC(=O)c2ccccc2)[C@H](C)C(C(=O)OC)=C(C(=O)OC)[C@@H]3C1	-1%
CN(C)c1ccc(CC2CCc3ccccc32)cc1 (configuration not stated)	-10%
CCOc1ccc(NS(=O)(=O)c2ccc(C(=O)NCC(c3ccco3)N3CCCCC3)cc2)cc1 (configuration not stated)	?
C[C@@H]1CN([C@@H](C)CO)C(=O)CCCn2nncc2CO[C@@H]1CN(C)C(=O)NC1CCCCC1	1%
CCCCC1Cc2[nH][nH]c(=O)c2C(c2ccc(Cl)cc2)O1 (configuration not stated)	-27%
C(=C\c1nc2ccccc2nc1/C=C/c1ccc2c(c1)OCO2)/c1ccc2c(c1)OCO2	?
CC1(C)CC(=O)C=C(c2ccc(COC(=O)c3cc(F)cc(F)c3)cc2)C1=O	?
O=C(c1ccc([N+](=O)[O-])s1)N1CCN(c2ncccn2)CC1	?
CCC(=O)N1CCCC1(C)C(=O)Nc1cccc(Oc2ccccc2)c1 (configuration not stated)	0%

These rows are one share of the data (hit frequency here may not be typical).
